High-throughput results deposited in PubChem by National Center for Advancing Translational Sciences (NCATS).
KB-V1 MDR tox: qHTS assay for MDR1-selective chemotherapeutics: Primary screen using the drug-selected MDR subline cells KB-V1; KB-V1 MDR cells viability, CellTiter-Glo, 72 h; Potency, µM (doses to about 46.1 µM), inactives show at the top dose activity change, negative = cytotoxicity, most hits filed as cytotoxic; hit rate 3.4% among 400,000; also: potency is read from the fitted curve at half-maximal effect; % is scaled to controls: 0 for no effect and ±100 for the full control effect; nearly all actives have a fitted effect of over 60% in size
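KB-V1, DMEM (no phenol red) + 10% FBS; cpd pin-transferred, titration series; 72 h, 37 degrees C; CellTiter-Glo, luminescence. Data normalized, curve-fit.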
PTHR1 agonist: qHTS for PTHR1 Agonists: Primary Screen; Parathyroid hormone/parathyroid hormone-related peptide receptor (Homo sapiens), Q03431; HEK293 GP2 PTHR1 cells, GloSensor cAMP luminescence, 1 h; Potency, µM (highest dose often 115 µM), inactives show at the highest dose activation, hits mostly activators; hit rate 0.075% among 410,000; also: potency is read from the fitted curve at half-maximal effect; nearly all actives have a fitted effect of over 55% in size; some results filed as inactive show a strong effect at the top dose; inactives centre near -15; many of its hits are not listed in these tables
Target sequence (Q03431 whole entry, looked up): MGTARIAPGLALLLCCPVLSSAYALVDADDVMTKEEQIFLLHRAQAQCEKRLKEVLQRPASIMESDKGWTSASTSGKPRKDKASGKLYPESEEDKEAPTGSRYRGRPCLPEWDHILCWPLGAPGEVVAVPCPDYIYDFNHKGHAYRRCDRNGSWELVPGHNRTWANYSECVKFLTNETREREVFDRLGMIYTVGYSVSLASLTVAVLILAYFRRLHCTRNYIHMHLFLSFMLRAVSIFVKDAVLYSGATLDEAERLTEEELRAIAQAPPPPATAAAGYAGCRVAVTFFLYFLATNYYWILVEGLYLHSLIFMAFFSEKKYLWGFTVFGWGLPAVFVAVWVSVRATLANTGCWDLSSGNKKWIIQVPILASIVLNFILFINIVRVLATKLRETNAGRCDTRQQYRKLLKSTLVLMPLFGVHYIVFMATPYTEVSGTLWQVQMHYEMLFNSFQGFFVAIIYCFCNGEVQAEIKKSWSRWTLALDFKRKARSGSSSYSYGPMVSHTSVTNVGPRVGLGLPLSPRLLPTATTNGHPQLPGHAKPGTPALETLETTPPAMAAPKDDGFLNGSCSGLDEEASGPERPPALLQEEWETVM
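HEK-293-derived GP2 cells expressing PTHR1 and a GloSensor cAMP reporter, 3,000/well, plated overnight, given luciferin plus IBMX (each 0.5 mM as added) for 1 h at 37 °C, then compound for 1 h at 37 °C. Luminescence was read after 15 min at room temperature.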
aSyn rescue: qHTS of alpha-syn Inhibitors; hit rate 0.14% among 370,000; AID 652106, 2013; Yeast expressing alpha-synuclein, growth rescue, BacTiter-Glo, 24 h; Potency, µM (titrated, usually from 46.1 µM), for inactives: top-dose growth rescue (activation), usual class: activators; also: potency is read from the fitted curve at half-maximal effect; % of control where 0% means no effect; nearly all actives have a fitted effect of over 65% in size
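Rescue of yeast growth: cells expressing toxic alpha-synuclein, induced in galactose at OD600 0.02, incubated with compound 24 h at 30 C. ATP luminescence quantified growth; inhibitors of toxicity appear as activators.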
HEK293 tox: qHTS of GLP-1 Receptor Inverse Agonists: Cytotox Screen; HEK293 cAMP-luciferase reporter cells, luminescence, 24 h; hit rate 0.13% among 410,000; AID 624418, 2012; Potency, µM (doses to about 38.3 µM), without a hit: at the top dose activity change, negative = inhibition, hits mostly inhibitors;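 also: loss of luciferase light is scored as toxicity; potency is read from the fitted curve at half-maximal effect; % is scaled to controls: 0 for no effect and ±100 for the full control effect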
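Luminescence readout: signal drop marks cytotoxicity. Plated cells grew 12 h at 37 °C, 5% CO2, received 23 nL compound for 24 h, then got luciferase reagent, read after 12 min at RT.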
GLP1R ag: qHTS of GLP-1 Receptor Agonists | Glucagon-like peptide 1 receptor (Homo sapiens), P43220 | HEK293 GLP-1R CRE-luciferase, luminescence, 4-6 h; cells express a hypersensitive GLP-1R form | Potency, µM (doses to about 45.6 µM), for inactives: top-dose activation, usual class: activators | hit rate 0.007% among 380,000; also: potency is read from the fitted curve at half-maximal effect; % of control where 0% means no effect
Target sequence (P43220 whole entry, looked up): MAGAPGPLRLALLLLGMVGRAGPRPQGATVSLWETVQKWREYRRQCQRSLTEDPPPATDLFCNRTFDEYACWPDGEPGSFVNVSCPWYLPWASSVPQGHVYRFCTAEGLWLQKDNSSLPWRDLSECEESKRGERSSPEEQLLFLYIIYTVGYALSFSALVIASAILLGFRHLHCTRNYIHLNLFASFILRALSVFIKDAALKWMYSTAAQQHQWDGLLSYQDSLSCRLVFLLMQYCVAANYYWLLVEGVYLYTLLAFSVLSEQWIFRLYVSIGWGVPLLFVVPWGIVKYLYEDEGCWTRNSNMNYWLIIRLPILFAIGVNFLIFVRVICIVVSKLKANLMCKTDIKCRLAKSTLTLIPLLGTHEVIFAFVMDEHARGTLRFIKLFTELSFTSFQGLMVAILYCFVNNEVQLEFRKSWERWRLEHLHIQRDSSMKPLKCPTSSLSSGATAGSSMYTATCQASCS
GLP-1R inv ag: qHTS of GLP-1 Receptor Inverse Agonists (Inhibition Mode) | hit rate 1.6% among 410,000 | Potency, µM (top dose mostly 38.3 µM), for inactives: at the top dose activity change, negative = inhibition, hits mostly inhibitors | Glucagon-like peptide 1 receptor (Homo sapiens), P43220 | HEK293 GLP-1R CRE-luciferase, luminescence, 24 h; GLP-1R form is constitutively active | AID 624417, 2012; also: potency is read from the fitted curve at half-maximal effect; % is scaled to controls: 0 for no effect and ±100 for the full control effect; nearly all actives have a fitted effect of over 55% in size
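qHTS in 1536-well format: reporter HEK293 cells expressing constitutive GLP-1R activity in DMEM + 10% Nu serum, 24 hr with compounds at 37 deg C, luminescence read after 12 min with detection reagent.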
DRD3 agonist: qHTS of D3 Dopamine Receptor Agonist: qHTS; D(3) dopamine receptor (Homo sapiens), P35462; AID 652048, 2013; max activation, %; D3R DiscoveRx beta-arrestin cells, luminescence, 90 min; hit rate 0.58% among 410,000; in the data active = max activation above about 30%; also: 0% is about no effect; mostly tested at two doses, the higher about 12 µM
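Agonist-mode cell screen: cells plated at 1500/well and incubated overnight at 37 °C, then exposed to library compounds for 90 min at 37 °C. Detection reagent was added for 30–60 min at room temperature, and luminescence was read.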
DRD3 antagonist: qHTS of D3 Dopamine Receptor Antagonist: qHTS; hit rate 2.5% among 360,000; D3R cells, DiscoveRx beta-arrestin luminescence, antagonist mode; active compounds read low; AID 652054, 2013; max response, negative = inhibition, %; in the data active = max response below about -50%; inconclusive = no clear call, values can overlap the other calls; also: % is scaled to controls: 0 for no effect and ±100 for the full control effect; mostly tested at two doses, the higher about 12 µM
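Cells plated overnight at 1500 cells/well, then exposed to library compounds with dopamine controls for 90 minutes at 37 degrees C. DiscoveRx reagent added for 30–60 minutes at room temperature; luminescence read, quantitative HTS format.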
TDP-43 yeast inh: qHTS of TDP-43 Inhibitors | TDP-43 expressing yeast growth rescue, BacTiter-Glo, 24 h | hit rate 1.8% among 410,000 | Potency, µM (doses to about 46.1 µM), for the others: at the highest dose growth rescue (activation), hits mostly activators; also: potency is read from the fitted curve at half-maximal effect; % of control where 0% means no effect; nearly all actives have a fitted effect of over 50% in size
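Yeast cells expressing TDP-43 under galactose induction are exposed to compounds for 24 hr at 30 deg C. BacTiter-Glo luminescence measures growth, so protective compounds score as activators.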
An asterisk follows results filed as active; i = inactive; u = inconclusive; x = no result given; & = joins results of further samples; [ ] = remark or other dose. Unless noted, calls follow the shape of the dose curve; as a rule, active = well fitted curve in the direction sought with a large enough effect; inconclusive = small, poorly fitted or top-dose-only effect, or another doubt; inactive = no such curve, though single readings can be large; an effect the other way counts as inactive or inconclusive.

SMILES | KB-V1 MDR tox | PTHR1 agonist | aSyn rescue | HEK293 tox | GLP1R ag | GLP-1R inv ag | DRD3 agonist | DRD3 antagonist | TDP-43 yeast inh
COC(=O)C1(C(=O)OC)c2ncccc2N(S(=O)(=O)c2ccc(C)cc2)C1CC(=O)c1ccccc1 (stereo not drawn) | -15% | -16% | 2% | 1% | x | 4% | -8 | -22 | -8%
Cc1ccc([N+](=O)[O-])cc1S(=O)(=O)Nc1ccc(-c2ccc(N3CCCC3)nn2)cc1 | -20% | i | 1% | u | 7% | u | -22 | -11 | 7%
O=C(NC(=S)Nc1nc(-c2cccc([N+](=O)[O-])c2)cs1)c1ccccc1Cl | -3% | -12% | -2% | -6% | 8% | 16% | 1 | 0 | -15%
COC(=O)c1ccc(N2NC(=O)/C(=C/c3cc(OC)c(OC)c(OC)c3)C2=O)cc1 | -10% | -27% | -6% | -6% | -5% | u | -4 | -10 | 0%
Cc1cc(Nc2ccc(Cl)cc2)n2nnnc2n1 | u | i | -3% | 8% | -10% | 0% | -1 | 18 | -2%
CCOC(=O)[C@]12CCCC=C1N(Cc1ccco1)C(=O)[C@H](CC(=O)N1CCOCC1)C2 | 13% | i | -13% | -3% | -1% | 17% | -4 | -3 | 4%
COc1cn(CC(=O)Nc2cc(C)cc(C)c2)c(CN2CCCCC2)cc1=O | x | i | x | 4% | x | 6% | 8 | x | 17%
CC(CSc1n[nH]c(=S)s1)c1ccccc1 (stereo not drawn) | 21% | -3% | -62%[inhibitor] | 3% | -1% | u | 14 | -22 | -78%[inhibitor]
COCOc1cc(O)c(C(=O)/C=C/c2ccccc2)c(OCOC)c1 | -11% | -62%[inhibitor] | 14% | -13% | -4% | u | 6 | -5 | 29%
Cc1ccc(C2(C)NC(=O)N(CC(=O)Nc3nc(-c4ccccn4)cs3)C2=O)cc1 (stereo not drawn) | 0% | -17% | -6% | -29% | 14% | u | 8 | 0 | 0%
Cc1ccc(OCC(=O)Nc2ccc(N3CCOCC3)cc2)cc1 | -10% | -7%[57.5 µM] | 0% | -3% | 0% | -10% | -3 | 6 | 0%
CC(C)C(c1nnnn1C1CCCCC1)N1CCc2ccccc2C1 (stereo not drawn) | u | i | -2% | -7% | -3% | -7% | -16 | -20 | 3%
CC(O)CNCCOc1ccccc1-c1ccccc1 (stereo not drawn) | u | i | 1% | -27% | -5% | u | -37 | -80* | 9%[9.22 µM]
COc1cccc(C2Nc3ccccc3NC3=C2C(=O)CC(C)(C)C3)c1OC (stereo not drawn) | -1% | i | 0% | -1% | 5% | -4% | -4 | 9 | -15%
CNC(=O)NC(=O)COC(=O)c1n[nH]c2ccccc12 | u | -21% | 1% | 9% | 4% | 4% | 7 | 12 | -12%
Cc1ccc(NC(=O)COCC(=O)Nc2ccc(F)cc2)cc1 | -27% | 5% | -1% | 1% | -4% | -6% | -8 | 6 | 2%
O=C(NCCN1CCCCC1)/C(=C/c1ccco1)NC(=O)c1ccccc1 | -1% | -21% | 0% | -12% | 3% | -2% | -11 | 9 | 0%
Cc1cc(Cl)ccc1NC(=O)CCN1C(=O)NC(C)(C)C1=O | 7% | -17% | 0% | 1% | -4% | 11% | 3 | 4 | 12%
CC1CC(C)CN(C(=O)COC(=O)c2ccc3ccccc3n2)C1 (stereo not drawn) | 27% | i | 21% | -5% | 0% | 2% | 5 | 17 | 6%
CCOC(=O)N1CCN(S(=O)(=O)c2ccc(C(=O)Nc3sc4c(c3C(=O)OC)CCN(C)C4)cc2)CC1 | u | -24% | -6% | 13% | 13% | u | -12 | -14 | -23%
Cc1cccc(NC(=S)N2CCCCC2c2cccnc2)c1C (stereo not drawn) | 19% | i | 0% | -4% | 8% | -16% | 9 | 8 | 1%
CCCCN(C(=O)C1CC(=O)N(Cc2ccc(C)cc2)C1)c1c(N)n(CC(C)C)c(=O)[nH]c1=O (stereo not drawn) | 9% | i | -4% | -7% | -16% | 30% | 3 | 15 | 11%
CN1C(=O)NC(c2ccccc2[N+](=O)[O-])C2=C1CCCC2=O (stereo not drawn) | u | -11% | 0% | -12% | 0% | 10% | 8 | 0 | -14%
Cc1cc(NC(=O)COc2coc(CN3CCN(c4ccccc4F)CC3)cc2=O)no1 | 16% | -64%[inhibitor] | 4% | 1% | 7% | 16% | 21 | 8 | 0%
COc1ccc(C(=O)CC(=O)C(=O)Nc2cccc(F)c2)cc1 | 12% | -26% | -14% | -5% | 7% | 26% | -7 | 0 | -35%[inhibitor]

Copied from the listing for reference:
SMILES | KB-V1 MDR tox | PTHR1 agonist | aSyn rescue | HEK293 tox | GLP1R ag | GLP-1R inv ag | DRD3 agonist | DRD3 antagonist | TDP-43 yeast inh
COC(=O)c1ccc(N2NC(=O)/C(=C/c3cc(OC)c(OC)c(OC)c3)C2=O)cc1 | -10% | -27% | -6% | -6% | -5% | u | -4 | -10 | 0%
Cc1cc(Nc2ccc(Cl)cc2)n2nnnc2n1 | u | i | -3% | 8% | -10% | 0% | -1 | 18 | -2%
CCOC(=O)[C@]12CCCC=C1N(Cc1ccco1)C(=O)[C@H](CC(=O)N1CCOCC1)C2 | 13% | i | -13% | -3% | -1% | 17% | -4 | -3 | 4%

(more compounds)
SMILES | KB-V1 MDR tox | PTHR1 agonist | aSyn rescue | HEK293 tox | GLP1R ag | GLP-1R inv ag | DRD3 agonist | DRD3 antagonist | TDP-43 yeast inh
O=C(N/N=C/c1cccc(O)c1)c1cc2c(ccc3ccccc32)o1 | 2% | i | 2% | -11% | -2% | -6% | 2 | 10 | 5%
CC(=O)c1ccc(NC(=O)Cn2nc(C)c([N+](=O)[O-])c2C)cc1 | 5% | -4% | 1% | 0%[0.307 µM] | -7% | 1%[0.307 µM] | 0 | -2 | 16%
CC(=O)C[C@H]1c2cc(C(F)(F)F)ccc2S(=O)(=O)N1c1ccc(N(C)C)cc1 | u | -38%[inhibitor] | 3% | -17% | 1% | 3% | -3 | 13 | 5%
Cc1nc(NC(=O)COC(=O)C(C)NC(=O)c2ccccc2)c(Cl)cc1Cl (stereo not drawn) | 11% | i | 7% | 13% | 1% | -6% | 2 | 0 | 11%
COc1ccc(CCN2C(=O)C3CC=C(C)CC3C2=O)cc1OC (stereo not drawn) | 0% | 1%[57.5 µM] | -1% | -4% | 9% | 29% | -1 | -20 | -10%
COCCCNC(=O)c1ccc2c(=O)n(C3CCCC3)c(=S)[nH]c2c1 | -1% | i | -1% | 4% | -14% | 1% | -2 | -29 | 2%
COc1ccc(OC)c(S(=O)(=O)NCCCN2CCCC2=O)c1 | 0% | -27% | -1% | 7% | -4% | 6% | 2 | -3 | -4%
Cc1ccc(NC(=O)CN2C(=O)COc3ccc(S(=O)(=O)N4CCCCCC4)cc32)cc1C | x | -25% | x | -26% | x | -85% | -6 | x | u
CCC(/C=N/NC(=O)C(N)=O)CC | 3% | i | -5% | -2% | -3% | 13% | 0 | 12 | -2%
COc1cc2c(cc1OC)CN(C(=O)c1cc3ccccc3oc1=O)CC2 | 4.6µM* | i | -1% | -29% | 11% | u | 1 | 5 | 1%
CCCNC(=O)NC(=O)CSc1nnc(C)n1N | 4% | -22%[57.5 µM] | 4% | -12% | -1% | 4% | -2 | u | -1%
Nc1ccc(C(=O)O)cc1[N+](=O)[O-] | 0% | -10% | -4% | -21% | -4% | 16% | -5 | -8 | -4%
O=C(NC1CCCCC1)C(c1ccncc1)N(C(=O)c1csnn1)c1ccccc1F (stereo not drawn) | -9% | i | 0% | u | 4% | 15% | -4 | -18 | 5%
S=C(NCCCn1ccnc1)Nc1cccc(Cl)c1 | 2% | -21% | -6% | -9% | -2% | 9% | -10 | -29 | -14%
Cn1c(=O)c2c(SCC(=O)N3CCCCC3)nc(-c3ccccc3F)nc2n(C)c1=O | u | -11% | 1% | 2% | -4% | 0% | 2 | 3 | 1%
O=C1ON=C(c2cccc([N+](=O)[O-])c2)/C1=C/c1ccc(O)cc1 | u | i | 0% | 14% | 0% | 23% | 2 | -8 | u
C=CCn1c(CNC(=O)c2ccco2)nnc1SCC(=O)c1ccccc1 | -2% | -1% | -4% | 6% | 0% | 13% | 2 | 6 | -23%
CC(C)CC1NC(=O)N(CC(=O)N2CCN(S(=O)(=O)c3ccc(Cl)cc3)CC2)C1=O (stereo not drawn) | 3% | -37% | -1% | -16% | 0% | 2% | -1 | -21 | -21%
O=c1[nH][nH]c(=O)c2cc([N+](=O)[O-])ccc12 | 3%&9% | -1% | -1%&1% | -5%&-8% | 0%&8% | 6%&-5% | -21&4 | -12&-9 | 0%&13%
O=C(Nc1ccc(Br)cc1)c1ccc(-n2cnnn2)cc1 | -16% | i | 0% | -6% | 3% | 2% | -5 | 5 | -4%
CCC1Oc2ccc(C)cc2N(CC(=O)NCc2cc(OC)ccc2OC)C1=O (stereo not drawn) | u | i | -3% | -10% | 0% | -12% | -1 | -11 | -27%
CN(C)CCNC(=O)c1cccc(-c2cccc3nccn23)c1 | -2% | -2% | -6% | 2% | -1% | -8% | -4 | -20 | 17%
COc1cc(OC)c(NC(=O)Cn2cnc3nc4c(cc3c2=O)CCCC4)cc1Cl | 13% | 13% | x | 4% | x | 1% | 8 | x | 11%

The list is partial (hit frequency here may not be typical).
